Screening results deposited in PubChem BioAssay by several laboratories.
MT1-MMP act inh: blockers of MT1-MMP proenzyme processing, primary screen, HT1080 RFP-PRO-GFP cells, GFP/RFP fluorescence. GFP/RFP ratio fluorescence, overnight; percent of plate control window, DMSO zero. 0.061% of 360,000 active. GFP/RFP ratio change, % at 20 µM;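 active = GFP/RFP ratio change of at least 30% with cell ATP level not reduced by more than half and red fluorescence within 50% of control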; note: strong numbers were not always called active
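Material: RFP-PRO-GFP reporter HT1080 cells. Dosing: single-point 20 µM compound, 1% DMSO. Controls: DMSO and RFP-L50D-GFP cell wells. Timing: cells overnight before dosing, compound overnight, 37 °C, 5% CO2. Measure: GFP/RFP fluorescence ratio.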
SKN-1 block: suppressors of acrylamide-induced Pgst-4::GFP reporter in worms, primary screen, SKN-1 inhibitor project, whole organism, uHTS, GFP/RFP fluorescence ratio, strain VP596 | C. elegans VP596 Pgst-4::GFP/RFP ratio, 24 h | inhibition, % at 21.8 µM | 0.49% of 360,000 active | AID 624304, 2012;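 active = interference check ratio from 0.5 to 1.5 plus GFP to RFP signal ratio inhibition reaching or exceeding a fixed threshold, cut at about 30% in these data, passing the limit was not always enough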; note: some compounds called inactive have numbers as strong as hits
MsrA inhibitor: bovine MsrA enzyme inhibitors, primary screen, biochemical, absorbance, HTS. 0.75% of 360,000 active. inhibition, % at 15.5 µM. purified bovine MsrA, absorbance read-out; in the data active = inhibition above about 4.5%;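 note: 0% = vehicle wells with enzyme and 100% = reference inhibitor wells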
MsrA act: bovine MsrA enzyme activators, primary screen, biochemical, absorbance, HTS. activation, % at 10.6 µM. purified bovine MsrA, absorbance read-out. 0.3% of 360,000 active. Methionine sulfoxide reductase A (Bos taurus). AID 602163, 2012; in the data active = activation above about 7.5%;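 note: 0% = vehicle and 100% = reference activator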
Neddylation inh: inhibitors of cullin neddylation, primary screen, biochemical, TR-FRET, uHTS, NAE and Ubc12; 0.58% of 360,000 active; calls only at 25 µM; AID 651699, 2012; NEDD8-conjugating enzyme Ubc12 (Homo sapiens) + NEDD8-activating enzyme E1 regulatory …; in the data active = inhibition above about 36%
FAS-TE inh: FAS thioesterase domain inhibitors, primary screen, biochemical, fluorescence intensity, uHTS; Fatty acid synthase (Homo sapiens), P49327; inhibition, % at 15 µM; recombinant FAS-TE, OMFH fluorogenic substrate, fluorescence endpoint; 0.67% of 360,000 active;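 active = compounds whose normalised, plate-corrected inhibition of enzyme fluorescence in the single-dose primary screen is 50% or more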;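 note: 0% = DMSO with enzyme and 100% = substrate without enzyme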
NRP1-CendR mod: modulators of CendR peptide binding to NRP-1, primary screen, biochemical, fluorescence polarization, uHTS; 0.85% of 360,000 active; inhibition, % at 25 µM; Neuropilin-1 (Homo sapiens), O14786; AID 602438, 2012; FAM-RPARPAR peptide binding to NRP-1;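 active = inhibition or corrected inhibition above about 18%, plus a signal ratio from 0.5 to 1.5, limit read from the data, passing the limit was not always enough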; note: strong numbers were not always called active
Rin1 Abl inh: inhibitors of Rin1-Abl protein binding, primary screen, biochemical, TR-FRET. inhibition, % at 7.35 µM. 0.4% of 360,000 active; in the data active = inhibition above about 5%, passing the limit was not always enough
E coli Lon inh: inhibitors of E. coli Lon protease, primary screen, biochemical, fluorescence polarization; P0A9M0; purified E. coli Lon protease; inhibition, % at 7.94 µM; 0.42% of 360,000 active; in the data active = inhibition above about 13%, passing the limit was not always enough;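 note: 0% = enzyme with probe and DMSO and 100% = no enzyme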
Target sequence (P0A9M0 whole entry, looked up): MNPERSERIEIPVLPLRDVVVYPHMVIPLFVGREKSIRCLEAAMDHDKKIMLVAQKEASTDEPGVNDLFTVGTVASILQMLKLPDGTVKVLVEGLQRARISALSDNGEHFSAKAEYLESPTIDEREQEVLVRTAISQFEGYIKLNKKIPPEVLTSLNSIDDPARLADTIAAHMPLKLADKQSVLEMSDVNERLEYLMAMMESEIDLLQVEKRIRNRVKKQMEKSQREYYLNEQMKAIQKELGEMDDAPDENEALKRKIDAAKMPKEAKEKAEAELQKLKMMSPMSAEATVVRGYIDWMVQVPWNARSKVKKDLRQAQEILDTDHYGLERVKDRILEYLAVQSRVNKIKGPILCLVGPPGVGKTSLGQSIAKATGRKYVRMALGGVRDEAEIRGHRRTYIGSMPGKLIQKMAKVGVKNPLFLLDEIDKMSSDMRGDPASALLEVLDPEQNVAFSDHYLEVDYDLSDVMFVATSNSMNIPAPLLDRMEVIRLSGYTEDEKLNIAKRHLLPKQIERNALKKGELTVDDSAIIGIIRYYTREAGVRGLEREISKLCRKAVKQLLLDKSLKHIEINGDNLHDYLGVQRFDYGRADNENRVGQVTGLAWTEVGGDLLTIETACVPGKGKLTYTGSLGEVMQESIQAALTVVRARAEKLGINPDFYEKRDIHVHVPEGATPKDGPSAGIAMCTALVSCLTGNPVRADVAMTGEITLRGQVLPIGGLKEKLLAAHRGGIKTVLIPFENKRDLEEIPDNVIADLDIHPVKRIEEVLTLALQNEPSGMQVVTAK
* = called active by the depositor; i = inactive; nt = no result given.

Values run as follows: MsrA inhibitor, E coli Lon inh, FAS-TE inh, MsrA act, MT1-MMP act inh, Rin1 Abl inh, Neddylation inh, SKN-1 block, NRP1-CendR mod
- Cc1ccc(S(=O)(=O)N2CC(C(=O)O)=CC[C@H]2c2ccc(Cl)cc2)cc1
 : 0.3, -6, -9, -2, 8, -2, i, 13, 0
- CCCCOC(=O)c1cc(=O)[nH]c2ccc(C)cc12
 : 3.4, -3, -1, -2, 0, -2, i, 8, -4
- O=C(C1=C[C@@H](c2ccc(Br)cc2)C[C@@H](OCCCCO)O1)N1CCN(Cc2ccc3c(c2)OCO3)CC1
 : 2.6, 2, 18, -1, 0, -2, i, -1, -5
- CCC1CCCN1Cn1cnc2c([nH]c3ccc(OC)cc32)c1=O (configuration not stated)
 : 1.5, -2, -5, -1, 2, 0, nt, -2, 15
- Cc1cccc(CC2S/C(=N/N=C/c3ccco3)NC2=O)c1 (configuration not stated)
 : 2.4, -8, -2, -8, 2, 2, i, 5, -6
- CCN(CC)C(=O)c1sc(NC(=O)c2ccc(Br)o2)c(C(=O)OC)c1C
 : 0.9, -3, 8, 0, 7, 3, i, 15, 5
- COc1ccc(C(=O)C/C(=C\C(=O)c2ccc(C)cc2)c2ccccc2)cc1
 : 2.1, -4, 26, -2, -30, 2, i, 5, 1
- CSc1cc(-c2ccncc2)nc(-c2ccc(Cl)cc2)c1
 : 0.5, -5, 11, -2, -2, -2, i, 11, 13
- OC(c1ccc(F)cc1)C(CN1CCOCC1)c1ccccc1 (configuration not stated)
 : 0.1, -7, -1, -1, 1, 1, i, 11, 7
- Cc1cc(C)cc(C(N)=Nc2cccc(C#N)c2)c1
 : 0.4, -6, -2, -4, 2, 2, i, -3, 12
- O=C(CN1CCN(c2ccccc2)CC1)Nc1cccc(C(F)(F)F)c1
 : -0.8, -2, 19, 1, 6, 2, i, 5, -8
- Cc1n[nH]c(C)c1S(=O)(=O)N1CCCC(C(=O)O)C1 (configuration not stated)
 : 0.2, -7, -9, -4, 1, -1, i, -4, -1
- Cc1ccccc1OS(=O)(=O)c1cn(C)c(=O)n(C)c1=O
 : -0.1, 5, -5, 1, -4, -2, i, 15, 8
- CN(C)N(C)C(=O)C(O)(c1ccccc1)c1ccccc1
 : -0.4, -7, -1, -1, -3, -2, i, 6, -9
- Cc1ccc(-c2nnn(CC(=O)N(CC(=O)NC3CCCCC3)c3ccc(F)c(Cl)c3)n2)o1
 : 0.3, -13, 20, -10, -4, 1, i, 12, 29*
- Cc1ccc(C)c(Cn2c3ccccc3c3cnn(CC(=O)NCCCN4CCOCC4)c(=O)c32)c1
 : 0.0, -21, 2, -2, -1, -2, i, -1, 7
- COC(=O)NNC(=S)NCc1ccccc1
 : -0.5, 1, -7, -2, 5, -2, i, 2, 2
- COc1cc(C2c3c(oc4ccccc4c3=O)C(=O)N2CCN2CCOCC2)cc(OC)c1OC (configuration not stated)
 : 0.5, -7, -4, 0, 1, -4, i, 1, 2
- CCOC(=O)c1c(NC(=O)c2ccc(S(=O)(=O)N(C)CC3CCCO3)cc2)sc2c1CC(C)(C)NC2(C)C (configuration not stated)
 : -0.2, -15, 12, -4, -4, 1, i, 8, -4
- Cc1ccc(S(=O)(=O)Nc2ccc(Cl)cn2)cc1C
 : 1.2, 4, -1, -5, 2, 0, i, -5, 1
- Cc1c(-c2ccccc2)nnn1-c1ccc(F)cc1F
 : 0.8, 9, -3, -6, -5, 0, i, 24, 5
- Cc1cc(OC(=O)c2ccc(C)c(C)c2)c([N+](=O)[O-])c(=O)[nH]1
 : 1.1, -2, -5, -3, 1, 0, i, 1, -3
- CC=CCn1c(SCc2ccccc2)nc2c1c(=O)[nH]c(=O)n2C
 : -1.0, -11, -8, 1, 0, 0, i, -15, 1
- O=C(COC(=O)CNS(=O)(=O)c1ccc(Cl)cc1)NC1CCCCC1
 : 1.8, 2, -4, -4, -3, 1, i, 10, 5
- CCCOC(=O)CSc1nnc(-c2ccccc2Cl)o1
 : -0.7, -9, -8, -8, 7, -2, i, 6, 7
- CCN(CC)c1nc(C)c2c(c1C#N)CC(C)(C)OC2
 : 0.4, 0, 0, 0, 4, 1, nt, -11, 13
- CC(C)(C)c1ccc(C(=O)NCC(=O)N2CCNC(=O)C2)cc1
 : -1.1, 6, -8, -7, -4, 2, i, -17, 6
- COC(=O)C1=C(C(=O)OC)SC2(S1)C(C(=O)OC)=C(C(=O)OC)SC1=C2c2cc(C)ccc2NC1(C)C
 : 6.1*, -4, -12, -11, -2, -3, i, -6, 6
- Cc1nonc1OCCNC(=O)C12CC3CC(CC(C3)C1)C2
 : -0.6, 0, 5, 1, -1, 1, i, -11, 4
- CN(C)C(=O)CSc1ncnc2scc(-c3ccccc3)c12
 : -0.7, -10, -8, 2, 1, 0, i, 2, -16
- Cc1ccc(C(=O)OCC(=O)Nc2ccc(Cl)cn2)cc1S(=O)(=O)N1CCOCC1
 : -0.2, 4, 7, -1, 2, -3, i, 10, -8
- O=C(NCc1ccccc1)C(c1ccc(F)cc1)N(Cc1ccco1)C(=O)c1ccccn1 (configuration not stated)
 : 0.0, 5, 0, 3, 0, -4, i, 6, 5
- O=C1CC(N2CCN(c3ccccc3)CC2)C(=O)N1c1cccc(Br)c1 (configuration not stated)
 : -0.3, -11, 1, -4, 3, -1, i, -18, -4
- O=S(=O)(Nc1ccc(F)cc1)c1ccc(NC(=S)Nc2ccccc2)cc1
 : -2.1, -3, 16, -4, 0, 1, i, 14, -2
- COC(=O)Nc1ccc(S(=O)(=O)Nc2cccc3ccccc23)cc1
 : 0.7, 7, 9, -1, 1, -2, i, -28, -16
- COc1ccc(C(=O)/C=C/C(=O)N(CC(=O)NC2CCCCC2)Cc2ccccc2OC)c(O)c1
 : -0.1, -5, 12, -4, -6, 2, i, -10, 0
- COC(=O)c1[nH]c2ccccc2c1NC(=O)c1ccccc1[N+](=O)[O-]
 : -0.7, -7, -6, -2, -5, 1, i, 2, -6
- COc1ccccc1N1CCN(CCN(C(=O)c2ccc(F)cc2)c2ccccn2)CC1
 : 0.2, -4, -2, -1, 4, -1, i, 4, -8
- Cn1c(=O)n(C)c2cc(C(=O)Nc3ccc4c(c3)OCO4)ccc21
 : 0.8, -2, -6, -5, 6, -6, i, 7, 10
- CCOC(=O)Cn1ccc(O)c(Cc2ccc(Cl)cc2Cl)c1=O
 : 0.3, -9, -5, 1, 4, 0, i, 23, 5
- COc1ccc(NC(=O)CSc2nnc(-c3ccncc3)o2)c(OC)c1
 : 0.4, -3, -5, -2, -3, -2, i, -8, 11
- CCOc1ncccc1C(=O)OC(C)C(=O)Nc1ccc(N2CCOCC2)cc1 (configuration not stated)
 : 0.3, -12, -3, -5, -2, 0, i, -6, 11
- COc1ccc(NC(=O)N(C)C[C@H]2Oc3c(NS(=O)(=O)c4ccc(F)cc4)cccc3C(=O)N([C@H](C)CO)C[C@@H]2C)cc1
 : 0.8, -7, -6, -4, 1, 0, i, 9, 11
- c1ccc(-c2csc3ncnc(NCc4ccccn4)c23)cc1
 : 1.2, 1, 0, -1, -4, 3, i, 0, 7
- Cn1c(-c2ccc(C(F)(F)F)cc2)cc2onc(-c3ccccc3)c2c1=O
 : -0.6, 3, -4, -3, 1, -1, i, 13, 4
- Cc1cc(/C=C2/C(=O)N(C)C(=S)N2C)c(C)n1C1CC1
 : 2.5, -27, 4, -4, -14, 2, i, 20, -60
- CC(C)(C(=O)O)n1cncn1
 : 1.0, -12, -3, -3, 0, 3, i, 7, 8
- COc1cc(CCC(=O)Oc2ccc(C(C)=O)cc2)cc(OC)c1OC
 : -1.7, 0, -5, 1, 4, -1, i, 4, 1
- O=C(CN(c1cccc(Cl)c1)S(=O)(=O)c1ccc(Cl)cc1)N1CCc2ccccc2C1
 : 0.0, 7, 3, -1, 2, -2, i, 4, 8
- O=C(O)/C=C/C(=O)NCCc1cccc(Cl)c1
 : -1.0, 4, -6, -2, -1, -1, i, 0, 4
- COc1ccc(-c2cc([C@H]3[C@H]4C=CC[C@@H](C)[C@@H]4C(=O)N3Cc3ccccc3)ccc2F)cc1
 : -0.5, 4, 30, -10, -3, 0, i, -4, 9

In the list so far, these contain an NH in an aromatic ring.
Values run as follows: MsrA inhibitor, E coli Lon inh, FAS-TE inh, MsrA act, MT1-MMP act inh, Rin1 Abl inh, Neddylation inh, SKN-1 block, NRP1-CendR mod
- CCCCOC(=O)c1cc(=O)[nH]c2ccc(C)cc12
 : 3.4, -3, -1, -2, 0, -2, i, 8, -4
- CCC1CCCN1Cn1cnc2c([nH]c3ccc(OC)cc32)c1=O (configuration not stated)
 : 1.5, -2, -5, -1, 2, 0, nt, -2, 15
- Cc1n[nH]c(C)c1S(=O)(=O)N1CCCC(C(=O)O)C1 (configuration not stated)
 : 0.2, -7, -9, -4, 1, -1, i, -4, -1
- Cc1cc(OC(=O)c2ccc(C)c(C)c2)c([N+](=O)[O-])c(=O)[nH]1
 : 1.1, -2, -5, -3, 1, 0, i, 1, -3
- CC=CCn1c(SCc2ccccc2)nc2c1c(=O)[nH]c(=O)n2C
 : -1.0, -11, -8, 1, 0, 0, i, -15, 1
- COC(=O)c1[nH]c2ccccc2c1NC(=O)c1ccccc1[N+](=O)[O-]
 : -0.7, -7, -6, -2, -5, 1, i, 2, -6
